# Source: PubChem BioAssay (Fisher Drug Discovery Resource Center)
# mcGAS lum – blocks mouse cGAS activity | Q8C6L5 | recombinant cGAS, Kinase-Glo ATP depletion luminescence | inhibition, % at 12.5 µM | 160,000 compounds, 0.15% hits;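 further: 0% = negative control wells and 100% = reference inhibitor with no enzyme activity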
# hcGAS lum – inhibitors of human cGAS | Q8N884 | recombinant h-cGAS, ATP depletion, Kinase-Glo luminescence | inhibition, % at 12.5 µM | 290,000 compounds, 0.081% hits;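 further: 0% = vehicle reaction and 100% = reaction without DNA for no activity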
# Target sequence (Q8N884 whole entry, looked up): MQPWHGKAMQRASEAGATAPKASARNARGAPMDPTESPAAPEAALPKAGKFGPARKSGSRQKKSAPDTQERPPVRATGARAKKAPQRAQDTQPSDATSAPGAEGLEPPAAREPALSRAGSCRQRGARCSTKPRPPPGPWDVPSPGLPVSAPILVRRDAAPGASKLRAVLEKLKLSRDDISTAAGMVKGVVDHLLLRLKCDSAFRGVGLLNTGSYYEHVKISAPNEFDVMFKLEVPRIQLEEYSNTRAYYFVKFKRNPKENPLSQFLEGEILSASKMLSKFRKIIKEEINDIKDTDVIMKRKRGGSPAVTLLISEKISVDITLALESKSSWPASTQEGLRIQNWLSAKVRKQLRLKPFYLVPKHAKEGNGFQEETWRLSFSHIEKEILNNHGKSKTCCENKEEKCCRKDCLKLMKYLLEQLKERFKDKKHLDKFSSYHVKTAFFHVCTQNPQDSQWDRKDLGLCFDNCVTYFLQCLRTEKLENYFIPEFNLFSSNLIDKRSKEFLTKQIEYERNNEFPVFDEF
# NPYLR7 ag – mosquito NPYLR7 agonism | AID 1259423 | activation, % at 10 µM | 270,000 compounds, 0.15% hits | HEK293T NPYLR7/Galpha15, GCaMP6s calcium fluorescence; in the data active means activation above about 40%;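 further: 0% = vehicle and 100% = reference agonist at the receptor; some compounds past the cut are filed as inactive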
# An asterisk follows results filed as active; · = no result given; & = joins results of further samples. Unless noted, no stated cut-off is given here; in the data, active means inhibition above about 40%; inactive means the rest.
# Each structure is followed by: mcGAS lum | hcGAS lum | NPYLR7 ag
- C=C(C)COc1ccc(-c2nc(N)ncc2Oc2cccc(OC)c2)c(O)c1
→ -9 | -7 | 2
- CN(CCc1ccccn1)C(=O)Cc1cccc(NC2OC(C3COC(C)(C)O3)[C@@H]3OC(C)(C)O[C@H]23)c1 (stereo not given in full)
→ -3 | -5 | -9
- COc1ccc(OC)c(C2NC(=O)NC(C)=C2C(=O)Nc2ccccc2OC)c1 (stereo not given)
→ -6 | -9 | -7
- CCN1CCN(C(=O)c2ccc(CSc3nnc(-c4cccc(OC)c4)n3-c3cccc(Cl)c3)cc2)CC1
→ -10 | -5 | -8
- CCOC(=O)C1(CCc2ccccc2)CCN(C(=O)Cc2csc(C(C)=O)c2)CC1
→ -9 | -7 | -11
- Cc1ccc(OCCn2c(C3CC(=O)N(C(C)(C)C)C3)nc3ccccc32)cc1 (stereo not given)
→ -7 | -9 | 4
- COC(=O)c1ccc(COC(CN2CCN(C(=O)c3c(Cl)cccc3Cl)CC2)c2cccc(OC)c2)cc1 (stereo not given)
→ -6 | -3 | ·
- CC(C)(CCl)C(=O)NCc1nnc(SCc2ccc(F)cc2)n1-c1cc(Cl)ccc1Cl
→ -5 | -5 | 0
- COCc1cc(CNC(=O)c2cnc3ccccc3c2)[nH]n1
→ -1 | -1 | 2
- CCN1CC(Cn2ccnc2-c2cc3c(cc2OC)CCC3)CC1=O (stereo not given)
→ -19 | -9 | 19
- CN1CCN(CCC(F)(F)F)CC12CCN(C(=O)COc1ccccc1)CC2
→ -13 | -2 | 19
- COc1ccc2sc(N(CCCN3CCOCC3)C(=O)c3cc(C)nn3C)nc2c1
→ 1 | 0 | 9
- CC(C)(C)c1ccc(COc2coc(CN3CCN(C(=O)C4CCN(c5nccc(C(F)(F)F)n5)CC4)CC3)cc2=O)cc1
→ -9 | -10 | 23
- CNC(=O)CCN(C)c1nc(-c2cccnc2)nc2c1cnn2C
→ · | -7 | 4
- Cc1ccc(CN(CCc2ccccc2)C(=O)CN(CCN2CCOCC2)S(=O)(=O)c2ccccc2)o1
→ -5 | -9 | ·
- COc1cccc(C2c3[nH]c4ccccc4c3CCN2C(=O)c2ccoc2)c1 (stereo not given)
→ -13 | -7 | 21
- NC(=O)c1c(NC(=O)COC(=O)C23CC4CC(CC(C4)C2)C3)sc2c1CCCC2
→ -8 | -7 | 2
- Cn1nnnc1SCc1ccc(Cl)c(Cl)c1
→ · | -7 | -1
- Cc1cc(C=C2SC(=O)NC2=O)cc(C)c1O
→ 21 | -20 | 12
- S=c1[nH]nc(C2OCCc3ccccc32)o1 (stereo not given)
→ · | -3 | 23

# (listing goes on)
# Each structure is followed by: mcGAS lum | hcGAS lum | NPYLR7 ag
- Cc1ccc(CN(CCc2ccccc2)C(=O)CN(Cc2ccco2)Cc2c(F)cccc2Cl)o1
→ -4 | -3 | -3
- Cc1cc(C)cc(C(=O)NC2CCN(C(=O)c3cc(-c4cccc(Cl)c4)n[nH]3)CC2)c1
→ · | 1 | -8
- CC(=O)N1N=C(c2ccc(C(C)(C)C)cc2)OC1C(=O)N1CCN(CCO)CC1 (stereo not given)
→ · | -3 | 36
- COc1ccccc1CSc1nnc(-c2ccc(F)cc2)n1-c1ccc(C)cc1
→ -4 | -6 | ·
- OCC1(Cc2ccccc2)CCCN(Cc2cnn(-c3ccccc3Cl)c2)C1 (stereo not given)
→ · | -10 | 10
- CCC(=O)N1C(C(=O)N2CCOCC2)COC12CCC(C)CC2 (stereo not given)
→ -5 | 0 | 0
- COCCCN1CCN(C(=O)CC(=O)Nc2ccccc2C)CC1
→ · | -6 | 10
- CCN(CC)c1ccc2cc(-c3nnc(Nc4ccc(Br)cc4)s3)c(=O)oc2c1
→ · | -1 | -1
- Cc1cccc(Cn2c(=O)c3c(nc4n(CC5CCCO5)c(C)cn34)n(C)c2=O)c1 (stereo not given)
→ · | -7 | -2
- Cc1cc2c(cc1-c1c(-c3ccccc3)ncn1CCS(C)(=O)=O)OCO2
→ · | -5 | -1
- COCCCNC(=O)c1nn(-c2ccc(Cl)cc2)c(=O)n(Cc2ccc(F)cc2)c1=O
→ -6 | -5 | 17
- O=C(O)CN1C(=O)CSc2nnc(COc3ccc4c(c3)CCC4)n21
→ · | 2 | 3
- CCn1cc(Cn2ccnc2-c2ccc(-n3cccn3)cc2)cn1
→ -11 | -5 | -2
- COc1cccc(OCc2cc(C(=O)NCC3(N4CCCCC4)CCCCC3)no2)c1
→ -10 | -8&-8 | 0&13
- CC(C)(O)C#Cc1ccc(CN2CCC(N)(C(=O)O)C2)cc1 (stereo not given)
→ · | -1 | 13
- COCCNC(=O)C(NC(=O)c1cccc(OC)c1)C1CCN(C(=O)Cc2ccccc2)CC1 (stereo not given)
→ -5 | -9 | 3
- Cc1ccsc1C(=O)N1CCC1(C)C(=O)Nc1cc(C(C)(C)C)nn1C (stereo not given)
→ · | -9 | 3
- CCc1nc2ccc(C(=O)N3CCN(C)CC3)cn2c1N(C)C(=O)Nc1ccccc1OC
→ -3 | -4 | -6
- COc1ccc(N2C(=O)CC(N3CCN(c4ccccc4)CC3)C2=O)cc1 (stereo not given)
→ · | -5 | 0
- Cc1ccc(Nc2nc(-c3cc4ccccc4oc3=O)cs2)cc1
→ -2 | -2 | -5

# Shown with tabs: entries from further up.
canonical_smiles	mcGAS lum	hcGAS lum	NPYLR7 ag
COc1ccc2sc(N(CCCN3CCOCC3)C(=O)c3cc(C)nn3C)nc2c1	1	0	9
COCCNC(=O)C(NC(=O)c1cccc(OC)c1)C1CCN(C(=O)Cc2ccccc2)CC1 (stereo not given)	-5	-9	3
CNC(=O)CCN(C)c1nc(-c2cccnc2)nc2c1cnn2C	·	-7	4
S=c1[nH]nc(C2OCCc3ccccc32)o1 (stereo not given)	·	-3	23

# (more compounds)
# Each structure is followed by: mcGAS lum | hcGAS lum | NPYLR7 ag
- Cc1cccc(-c2nnc(Sc3cc(C)nc(C)n3)n2CC(N)=O)c1
→ · | 1 | 1
- CCOC(=O)C1(CCCc2ccccc2)CCN(C(=O)Cc2c(C)noc2C)CC1
→ -3 | -5 | -8
- COc1cc(C=NN2CCN(C3c4ccccc4-c4ccccc43)CC2)cc(OC)c1O
→ · | -3 | -5
- O=C(COc1ccccc1Br)c1ccc2c(c1)OCCO2
→ · | -12 | 6
- CCOC(=O)[C@H]1[C@@H](O)C(=O)N(Cc2ccccc2)C12CCN(C(=O)C(CC)CC)CC2
→ -6 | 1 | 2
- CCN(C1CCS(=O)(=O)C1)S(=O)(=O)c1ccc2ccccc2c1 (stereo not given)
→ · | -7 | -6
- O=C(c1ccc(-c2ccoc2)nc1)N1CCC(CCn2cccn2)CC1
→ · | -10 | 6
- CC(C)c1nc2cc(NS(=O)(=O)c3ccc4c(c3)CC(=O)N4)ccc2o1
→ · | -6 | -1
- Cc1cccn2c(=O)c(C(=O)NCCCN3CC(C)CC(C)C3)c(O)nc12 (stereo not given)
→ -8 | -11 | 1
- CCN(CC(=O)NCc1ccc(Cl)cc1)Cn1nnc2ccccc21
→ · | 2 | 6
- CCCN1C(=O)C(c2c(C(C)C)[nH]n(-c3cccc(Cl)c3)c2=O)=C([n+]2ccccc2)C1=O
→ -8 | -6 | 5
- CN(C)c1ccc(/C=[N+](\[O-])C2(C)CCCCC2=O)cc1 (stereo not given)
→ -8 | -18 | 4
- Cc1cc(C(C#N)c2ccc(Cl)cc2)c(Cl)cc1NC(=O)c1cc(I)cc(I)c1O (stereo not given)
→ -11 | 0&-6 | -2&5
- O=C(Nc1ccc(Cl)cc1F)C1CC12CCOCC2 (stereo not given)
→ · | -10 | 5
- CC(C)CC(O)C1CCN(C(=O)Cc2cccnc2)CC1 (stereo not given)
→ · | -4 | 2
- Cc1ccccc1C1=NOC(CN(Cc2cccc(Cl)c2)CC(O)Cc2ccccc2)C1 (stereo not given)
→ -6 | -7 | -2
- Cc1nnc(SCC(=O)NCCN2C(=O)CSC2=O)s1
→ · | -7 | 6
- O=S(=O)(c1ccc(F)c(F)c1)N1CC[N+]2(CCCC2)CC1
→ -6 | -3 | -1
- CCNc1cc(C)nc(N2CCN(C(=O)Nc3cc(C)ccc3C)CC2)n1
→ · | -6 | 7
- CCCNC(=O)Cn1nc2c(c1NC(=O)Cc1ccc(-c3ccccc3)cc1)CSC2
→ -5 | 2 | -4

# Next part:
# Each structure is followed by: mcGAS lum | hcGAS lum | NPYLR7 ag
- CC(C)c1ccc(-n2ncc(C(=O)N(C)CCc3ccccc3)c2N)cc1
→ · | -6 | 2
- CN1CCN(CCCn2cnc3c2c(=O)n(C)c(=O)n3C)CC1
→ -2 | 0 | 4
- CC1CCN(c2ccc(/C=C3\SC(N)=NC3=O)cc2[N+](=O)[O-])CC1
→ -3 | -4 | -11
- CC1(C(=O)NS(C)(=O)=O)CCN1C(=O)c1ccccc1CCc1ccccc1 (stereo not given)
→ · | 0 | 4
- Cc1cc(NCCOCCO)n2nc(C(F)(F)F)c(-c3ccccc3)c2n1
→ -9 | -5 | 4
- Cc1ccc(-n2ncc3c(=O)n(NC(=O)c4cccc([N+](=O)[O-])c4C)cnc32)cc1C
→ · | -13 | 0
- COc1cccc(C(C)N(C)Cc2cn(C)nc2-c2cccc(Cl)c2)c1 (stereo not given)
→ -4 | 0&-5 | 8&-4
- O=C(/C=C/c1sc2ccccc2c1Cl)N1CCN(CCN2CCCC2)CC1
→ · | -11 | 9
- Cc1ccc(C(c2ccccc2)N2CCN(C(=O)c3ccc(Cl)cc3)CC2)cc1 (stereo not given)
→ -7 | -6 | -3
- C=CCSc1nnc(NC(=O)c2ccccc2F)s1
→ -2 | 6 | 9
- O=C(NC1(C(F)(F)F)C(=O)OC2CCCC21)NS(=O)(=O)c1ccccc1Cl (stereo not given)
→ · | 8 | -1
- C/C(CCc1oc2ccc(Cl)cc2c1-c1ccc(C)o1)=N/O
→ · | 5 | -16
- COC(=O)C1=C(C)N(C)C(C)=C(C(=O)OC)C1c1ccc(F)cc1
→ -5 | -8 | -4
- Cc1nc(C(C)NC(=O)C2CCCN2Cc2ccc(F)cc2)cs1 (stereo not given)
→ · | -5 | -20
- CCn1ccnc1CN1CCC(n2nccc2NC(=O)CCc2ccccc2)CC1
→ -7&-4 | -4&-3 | 4&2
- Cc1ccc(-n2nc(-c3ccccc3Cl)cc2C(=O)N2CCN(C(c3ccccc3)c3ccccc3)CC2)c(C)c1
→ -5 | -3 | 21
- Cc1cccc(Nc2ccc(NCCNC(=O)Nc3ccccc3F)nn2)n1
→ · | -9 | 12
- CCOC(=O)c1cnn(-c2c(F)c(F)c(F)c(F)c2F)c1N
→ -3 | -1 | 5
- CC(C)N(C(=O)CNc1ccccc1C(N)=O)C1CCCCC1
→ · | -2 | 0
- Cc1nnc2c(C(=O)N[C@@H]3C[C@H]4CC[C@@H]3C4)cccn12
→ -4 | -6 | -7

# Three structures already listed, sorted by length of the SMILES, ascending:
# Each structure is followed by: mcGAS lum | hcGAS lum | NPYLR7 ag
- C/C(CCc1oc2ccc(Cl)cc2c1-c1ccc(C)o1)=N/O
→ · | 5 | -16
- COc1cc(C=NN2CCN(C3c4ccccc4-c4ccccc43)CC2)cc(OC)c1O
→ · | -3 | -5
- COCCCNC(=O)c1nn(-c2ccc(Cl)cc2)c(=O)n(Cc2ccc(F)cc2)c1=O
→ -6 | -5 | 17

# (next part)
# Each structure is followed by: mcGAS lum | hcGAS lum | NPYLR7 ag
- CCCCNC(=O)CSc1nc(C2CC2)nc2ccccc12
→ · | -7 | 2
- CC(c1cc2ccccc2[nH]1)N(C)C(=O)c1ccc(-n2cnnc2)cc1 (stereo not given)
→ · | -4 | 5
- N#CCCN(Cn1nc(-c2cccs2)oc1=O)C1CCOCC1
→ · | -4 | -1
- Cc1ccc(Cc2nsc(N(CCC(=O)N3CCN(c4cccc(C(F)(F)F)c4)CC3)C(C)C)n2)cc1
→ -6 | -19 | -9
- CCc1nnsc1C(=O)O
→ · | -3 | -4
- FC(F)(F)c1ccc(NC2CCCCC2)nc1
→ · | -3 | 0
- CCN(Cc1ccc(Br)s1)C(=O)Cn1nnc(-c2ccccc2)n1
→ -7 | -4 | -1
- Cc1cc(C(=O)N2CCC(c3nn(C)c(=O)n3-c3ccccc3)CC2)no1
→ -17 | -8 | 19
- CC(C)c1cncnc1N1CC(C)(C)[C@@](C)(O)C1
→ -5 | -13 | ·
- COC(=O)C1=C(C(=O)OC)SC(=C2C(=NCc3ccc(F)cc3)C(C)(C)Nc3ccccc32)S1
→ -5 | -2 | -3
- Cc1cccc(C(C(=O)N(CCO)Cc2nccs2)N(C)C)c1 (stereo not given)
→ · | -2 | 0
- Cc1ccccc1SCC(=O)NCc1ccc(S(=O)(=O)N2CCCCC2)cc1
→ -5 | -8 | 2
- CCN(Cc1noc(C2CCC2)n1)C(=O)c1scc2c1OCCO2
→ · | -4 | -1
- COC(=O)C(C)Oc1ccc2c(c1)O/C(=C\c1cc(Br)cc3c1OCOC3)C2=O (stereo not given)
→ -5 | -3 | -2
- Cc1ccc(C(=O)NC2CCCc3nc(-c4ccccc4)sc32)cn1 (stereo not given)
→ · | 8 | -1
- O=C(Cc1ccc(N2CC(C(=O)O)CC2=O)cc1)NC1CC1 (stereo not given)
→ -13 | -6 | 9
- CCN(CC)Cc1cnc2c(C(=O)NC3CCC(=O)N(C)C3)cnn2c1 (stereo not given)
→ -15 | -2 | ·
- CCNC(=O)C1(C)CCN1C(=O)C1(c2ccccc2)CC1 (stereo not given)
→ -4 | -5 | 14
- CNC(=O)Cn1nc(-c2ccc(OC)cc2)c2sc(C)nc2c1=O
→ -8 | -1 | 2
- CCc1noc(CN(CC)Cc2ccc3cccc(O)c3n2)n1
→ · | -6 | 3

# Fetched by compound from the entries so far (two):
# Each structure is followed by: mcGAS lum | hcGAS lum | NPYLR7 ag
- Cc1ccc(Cc2nsc(N(CCC(=O)N3CCN(c4cccc(C(F)(F)F)c4)CC3)C(C)C)n2)cc1
→ -6 | -19 | -9
- CC(C)c1cncnc1N1CC(C)(C)[C@@](C)(O)C1
→ -5 | -13 | ·
